Assay outcomes deposited in PubChem by National Center for Advancing Translational Sciences (NCATS).
aSyn yeast rescue: inhibitors of alpha-synuclein toxicity in yeast. 94,000 compounds, 0.02% hits. AID 1347070. S. cerevisiae alpha-synuclein toxicity rescue, BacTiter-Glo growth, 24 h. Potency, µM (top dose mostly 46.1 µM), for the others: at the top dose growth rescue (activation), usual class: activators; active = well fitted activation curve with a large enough effect; inconclusive = small, poorly fitted or top-dose-only effect; also: 0% is about no effect
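Growth restoration measured by BacTiter-Glo luminescence after 24 hr at 30 deg C; alpha-synuclein yeast, raffinose-pregrown to mid-log, were added at OD600=0.02 in galactose medium onto pinned compounds.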
Numbers without * were called inactive; ? = inconclusive; & = joins results of further samples. Potency is read from the fitted curve at half-maximal effect. Only part of the results is shown (hit frequency here may not be typical).

SMILES	aSyn yeast rescue
CCN(CC)C(CNC(=O)CSc1nnnn1-c1c(C)cccc1C)c1ccco1 (configuration not stated)	8%
O=[N+]([O-])c1ccccc1OCc1nc(-c2cccs2)no1	14%
COc1cccc(NC(=O)CSc2nc(=O)n(CCN(C)C)c3c2CCCC3)c1	4%
CNC(=S)N1CCN(C(=O)c2ccco2)CC1	-2%
O=C(CCn1cnc2ccccc2c1=O)NCc1ccccc1Cl	-9%
Cc1nc2ccccc2c(=O)n1NC(=O)c1ccc([N+](=O)[O-])cc1Cl	-3%
CCCCn1c(=O)[nH]c(=O)c2c1nc(-c1cc(Cl)c(OC)c(OC)c1)n2C	-12%
Cc1ccc(C)c(N2CCN(CCCNC(=O)Cn3ncc4c([nH]c5ccccc54)c3=O)CC2)c1	1%
COc1ccc(-c2nc3ccccc3s2)cc1NC(=O)COc1ccc(C)cc1	-5%
Cc1ccc(C)c(Oc2c(C(F)(F)F)oc3c(CN4CCN(C)CC4)c(O)ccc3c2=O)c1	0%
O=C(Nc1ccc(F)c(Cl)c1)Nc1c[nH]c(=O)[nH]c1=O	-17%
CN(CC1CCOCC1)C(=O)CC1C(=O)NCCN1CC1CCCCC1 (configuration not stated)	5%
CCOC(=O)c1c(NC(=O)c2cc(C(C)C)on2)sc(C)c1C	-7%
Cc1ccc(CN(C(=O)COc2ccccc2Cl)c2ccccn2)o1	12%
CCOC(=O)C1CCN(CC(=O)Nc2cc(C)nn2-c2nc3ccccc3s2)CC1	7%
COc1ccc(-c2cc(=O)c3cc(OCC(=O)OC(C)C)ccc3o2)cc1	-2%
CC(NS(=O)(=O)c1ccccc1)c1n[nH]c(=S)n1-c1ccccc1 (configuration not stated)	-1%
CC1CN(C(=O)CCC(=O)N2CCCCC2)c2ccccc2O1 (configuration not stated)	-8%
COc1ccc(NC(=O)c2cnc(N3CCCCC3)c3ccccc23)cc1Cl	0%
COc1ccc2c(c1)CC(NC(=O)Nc1c(C)cc(C)cc1C)CO2 (configuration not stated)	-6%
O=C(NCc1ccc2c(c1)OCO2)c1ccccc1	-11%
CC(=O)C1=NOC2C(=O)N(c3ccccc3)C(=O)C12 (configuration not stated)	1%
CCOc1ccc(NC(=O)[C@H]2O[C@@H]3OC(C)(C)O[C@@H]3[C@H]3OC(C)(C)O[C@H]32)cc1	-6%
O=C(c1ccc2c(c1)N(Cc1ccccc1F)C(=O)c1ccccc1S2(=O)=O)N1CCCCCC1	4%
Cc1ccc(S(=O)(=O)N2CCN(C(=O)c3cc(C4CC4)nn3-c3ccccc3)CC2)cc1	10%
COCC1CCN(C(=O)c2ccc3oc(C(C)C)nc3c2)C1 (configuration not stated)	-2%
NS(=O)(=O)c1ccc(NCc2cnc3ccccc3c2)cc1	8%
COc1ccc(Oc2nc3c(c(=O)n(Cc4ccccc4Cl)c(=O)n3C)n2C)cc1	1%
CC(C)CN(CCCNC(=O)c1cc(-c2ccc(Br)s2)nc2ccccc12)CC(C)C	-8%
O=C(CCc1nnc(C2CCCCC2)o1)N1CCN(C2CCCCC2)CC1	8%
CCOC(=O)c1nc(Nc2ccc(C(C)=O)cc2)c2ccccc2n1	3%
Cc1ccc(CNC(=O)CSc2nc3ccsc3c(=O)n2Cc2ccccc2F)cc1	-10%
COc1ccc(-c2nc3sc(CCNC(=O)C(=O)Nc4ccccc4C#N)c(C)n3n2)cc1	-10%
Cc1ccc(CN(Cc2ccco2)C(=O)COc2ccc(C(C)C)cc2)cc1	7%
C[C@@H](CO)NC(=O)c1nc[nH]c1C(=O)N[C@H](C)c1ccccc1	-10%
Cc1ccc(-c2nn3c(C)nnc3s2)cc1NC(=O)c1ccc(OC(C)C)cc1	4%
NS(=O)(=O)c1ccc(CNC(=O)c2cc(-c3ccccc3)nc3ccccc23)cc1	1%
CC(OC(=O)CCC(=O)N1CCN(S(=O)(=O)c2ccc3ccccc3c2)CC1)C(=O)NC(N)=O (configuration not stated)	-4%
CCN(CC)S(=O)(=O)c1ccc(NC(=O)[C@H](CCSC)N2Cc3ccccc3C2=O)cc1	4%
Cc1cc(-n2c(SCC(=O)NCc3ccccc3)nc3ccsc3c2=O)ccc1Cl	6%
COC(=O)c1ccc(Cl)cc1NC(=O)Nc1nnc(N2CCCC2)s1	-7%
O=C(O)c1cccc(-n2cccc2/C=C2/NC(=O)N(c3ccc(Cl)cc3)C2=O)c1	-6%
Cc1noc(C)c1COc1ccccc1C(=O)N(C)CC(=O)Nc1cccc(F)c1	-7%
Cc1ccc(C)c(N2CCN(C(=O)C3CCCN(S(=O)(=O)c4c(C)noc4C)C3)CC2)c1 (configuration not stated)	-1%
NC(=O)c1ccc(NC(=O)COC(=O)CCSc2ccccc2)cc1	7%
COc1ccc(-c2cn3cccnc3n2)cc1NC(=O)COc1ccccc1	-4%
O=C(COC(=O)c1cc(=O)[nH]c2ccccc12)Nc1nccs1	12%
COc1ccc(CCNC(=O)C(=O)NCC(c2cccnc2)N2CCN(c3ccccc3)CC2)cc1 (configuration not stated)	5%
COc1cc2nc(CN(C)Cc3ccc(Cl)cc3)[nH]c(=O)c2cc1OC	3%
O=C(O)c1cccc(N2C(=O)c3ccc(C(=O)c4cccc([N+](=O)[O-])c4)cc3C2=O)c1	0%
Going on with the list:
SMILES	aSyn yeast rescue
CC(=O)Nc1cccc2c1C(=O)N(c1ccc(OC(C)=O)cc1)C2=O	6%
COc1ccc(NC(=O)Cn2c(=O)n(Cc3nc(-c4ccccc4)no3)c(=O)c3ccccc32)cc1Cl	-3%
CCOC(=O)c1c(-c2ccc(OC)c(OC)c2)csc1NC(=O)c1ccc(C)cc1	-5%
O=C(CSc1nc2ccccc2c(=O)n1Cc1ccco1)NCCN1C(=O)CSC1=O	-4%
CCOC(=O)c1ccccc1NC(=O)c1sc2ncn(CC)c(=O)c2c1C	5%
COc1ccc(-c2cc3c(=O)n(CC(=O)NCCCc4ccccc4)ncn3n2)cc1	-10%
O=C(CSc1nnc(NC(=O)c2c(F)cccc2F)s1)NC1CC1	4%
CCOC(=O)C1CCN(C(=O)CSc2n[nH]c(-c3ccccc3Cl)n2)CC1	-9%
CCOCCCNC(=O)c1ccc2c(c1)NC(=O)C(CS(=O)(=O)Cc1ccc(F)cc1Cl)N2 (configuration not stated)	-3%
COc1ccc(OC)c(NS(=O)(=O)c2ccc(-n3cccn3)cc2)c1	1%&-1%

Part of the list above, set out differently:
> COc1ccc(OC)c(NS(=O)(=O)c2ccc(-n3cccn3)cc2)c1
  aSyn yeast rescue = 1%&-1%
> COc1ccc(-c2cc3c(=O)n(CC(=O)NCCCc4ccccc4)ncn3n2)cc1
  aSyn yeast rescue = -10%
> CCOC(=O)c1ccccc1NC(=O)c1sc2ncn(CC)c(=O)c2c1C
  aSyn yeast rescue = 5%
> O=C(CSc1nc2ccccc2c(=O)n1Cc1ccco1)NCCN1C(=O)CSC1=O
  aSyn yeast rescue = -4%

Continuation.
SMILES	aSyn yeast rescue
COc1cccc(CSc2nc3cc(C(=O)NC4CCCC4)ccc3c(=O)n2Cc2ccccc2)c1	2%
COC(=O)c1c(C)nn(-c2ccc(F)cc2)c1-n1cccc1	-5%
Cc1ccc2c(c1)N(C(=O)CCC(=O)NCc1ccccc1)CC(C)O2 (configuration not stated)	4%
CCOc1ccccc1NC(=O)Cn1c(=O)n(-c2ccc(F)cc2)c(=O)c2c3c(sc21)CN(C(C)=O)CC3	-2%
O=C(Cn1ncn2c(cc3sccc32)c1=O)NCCc1ccccc1	4%
CCOC(=O)c1c(NC(=O)CSc2nnc(-c3c[nH]c4ccccc34)n2C)sc2c1CCCC2	4%
COc1ccc(C(=O)N(Cc2ccc(C(C)C)cc2)C2CCS(=O)(=O)C2)cc1 (configuration not stated)	3%
O=C(NCc1ccco1)c1ccc2c(c1)N(Cc1ccc(F)cc1)C(=O)c1ccccc1S2(=O)=O	-1%
COc1ccc(N2CCN(C(=O)CSc3nnc(NC(=O)C4CCC4)s3)CC2)cc1	-6%
Cc1cccc(N2CCN(C(=O)Cn3ncc4c([nH]c5ccccc54)c3=O)CC2C)c1 (configuration not stated)	-3%
O=C(OCc1cccc(C(F)(F)F)c1)c1ccc[nH]c1=O	2%
COc1cccc(C2=NN(C(=O)C3CC3)C(O)(C(F)(F)F)C2)c1 (configuration not stated)	-1%
NS(=O)(=O)c1ccc(S(=O)(=O)N2CCCC(c3ccccc3)C2)cc1 (configuration not stated)	-5%
COc1ccc(S(=O)(=O)N2CCCCC2)cc1NC(=O)c1ccccc1	-8%
C=CCc1c(C)nc2c(-c3ccccc3)cnn2c1N1CCOCC1	8%
CC(C)(C)c1ccc(C(=O)Cn2nc(C(=O)O)c3ccccc3c2=O)cc1	4%
CCOC(=O)CNC(=O)CSc1cn(CC(=O)N2CCCCCC2)c2ccccc12	1%
O=C(CCC(=O)OCc1ccc(Br)cc1)Nc1ccccc1	5%
Cc1ccc(Cc2c(-c3ccc(F)cc3)nc3cc(C)ccn23)cc1	-11%
COc1cc(-c2nnc(SCCOc3cc(C)cc(C)c3)o2)cc(OC)c1OC	-7%
O=C(NCC(=O)N1CCCCCCC1)c1ccc(Cl)c(Cl)c1	-10%
COCCCNc1nc2nonc2nc1N1CCC(C(C)N2CCOCC2)CC1 (configuration not stated)	-3%
O=C(Cc1ccc(O)cc1)NC1CCCCCC1	-9%
C[C@@H]1ON(C)[C@H]2C[C@H]3c4[nH]c5ccccc5c4CCN3C(=O)[C@@H]12	6%
Cc1ccc(CCNC(=O)c2cc3sccc3n2Cc2ccc(C)cc2)cc1	0%
COc1cc(NC(=O)C(=O)NCCN2CCNCC2)c(OC)cc1Cl	0%
Cc1cc(Nc2ccc(Cl)cc2C)nc(-n2nc(C)cc2C)n1	-9%
Cc1nnc(NC(=O)c2nc(SC(C)C)ncc2Cl)s1	-10%
CCc1nnc(SCc2nc(-c3ccc(OC)cc3)oc2C)c2cc3sccc3n12	-8%
O=C(CSc1ccccc1)N1CCc2c([nH]c3ccccc23)C1c1ccc(Cl)cc1 (configuration not stated)	?
Cn1c(=O)c2c(nc(CN3CCN(CCO)CC3)n2CCc2ccccc2)n(C)c1=O	4%
O=C(CN(Cc1ccc(F)cc1)C(=O)CNS(=O)(=O)c1ccc(Cl)cc1)NCC1CCCO1 (configuration not stated)	8%
Cn1nnnc1NCc1ccc(Cl)cc1	3%
CN(CCC#N)c1ccc(C=C(C#N)c2ccc(Br)cc2)cc1	5%
CCOC(=O)C1=C(CN2CCN(c3ccccc3F)CC2)NC(=O)NC1c1ccc(Cl)cc1 (configuration not stated)	7%
O=C(CC1CCCC1)N1CCN(S(=O)(=O)c2cccc(Br)c2)CC1	13%
Cc1ccc(-c2nc(Cn3c(=O)cc(-c4ccccc4)c4c(C)nn(C)c43)c(C)o2)cc1	-4%
Cc1cccc(OCc2nnc(SCC(=O)c3c(N)n(C4CC4)c(=O)[nH]c3=O)o2)c1	-9%
COc1ccc2nc(SCC(O)c3cccc(Br)c3)[nH]c2c1 (configuration not stated)	10%
Cc1nnc(SC(C)C(=O)NC2CCCCC2)s1 (configuration not stated)	4%
C=CCc1ccc(OCCCOc2ccc(C(=O)O)cc2)c(OC)c1	9%
Cc1c(Cl)cccc1NC(=O)N1CCC(CN2CCOCC2)CC1	-4%
COc1ccc(OC)c(CCNC(=O)c2ccc(NC3=NC4CS(=O)(=O)CC4S3)cc2)c1 (configuration not stated)	-2%
COc1ccc(Br)cc1CNC(=O)Cn1ncn2nc(-c3cccs3)cc2c1=O	0%
Cc1ccc(C)c(NC(=O)CSc2ccc(-c3ccco3)nn2)c1	-2%
COc1ccc(CN2CCc3c(c(=O)n4ncc(C(=O)N5CCN(c6ccccc6OC)CC5)c4n3C)C2)cc1	5%
CCOc1ccc(CCNC(=O)c2sc3ncccc3c2-n2cccc2)cc1OCC	-8%
CC(=O)Nc1ccc(C2Nc3c(C)cc(C)cc3-c3cc(C)nn32)cc1 (configuration not stated)	3%
Cc1cccc(OC(C)C(=O)Nc2ncn[nH]2)c1 (configuration not stated)	0%
CCOc1cc2sc(N3CCC(C(=O)Nc4ccc(C(C)C)cc4)CC3)nc2cc1Br	-4%

Four entries out of the list, arranged by SMILES length, descending.
SMILES	aSyn yeast rescue
COc1ccc(CN2CCc3c(c(=O)n4ncc(C(=O)N5CCN(c6ccccc6OC)CC5)c4n3C)C2)cc1	5%
CCOc1ccc(CCNC(=O)c2sc3ncccc3c2-n2cccc2)cc1OCC	-8%
Cc1ccc(C)c(NC(=O)CSc2ccc(-c3ccco3)nn2)c1	-2%
Cc1c(Cl)cccc1NC(=O)N1CCC(CN2CCOCC2)CC1	-4%

Remaining list, next part
SMILES	aSyn yeast rescue
Cc1c(CNC2CCCCCC2)c(C(=O)O)c(C)n1Cc1c(F)cccc1Cl	2%
CSC[C@H]1CN(c2ccc(Br)cc2)C(=O)[C@@H]1CC(=O)Nc1ccccc1	11%
CCOc1ccc(-c2c(C)nn3c(C)c(C(=O)NCC(C)c4ccccc4)cnc23)cc1OCC (configuration not stated)	4%
O=C(Nc1ccc(Cl)c(S(=O)(=O)N2CCOCC2)c1)c1ccc(Cl)nc1	-5%
COc1cccc(CNS(=O)(=O)c2cc(Br)ccc2Br)c1	?
O=C(O)CCC(NC(=S)Nc1ccccc1)C(=O)O (configuration not stated)	5%
O=C(CCCn1c(=S)[nH]c2ccsc2c1=O)Nc1ccc(F)cc1	-10%
COc1ccc(Cl)cc1C1CC(=O)Nc2cc3c(cc21)OCCO3 (configuration not stated)	-8%
Cc1ccc(C)c(N2CCN(CCCNC(=O)c3ccc4nc(N5CCCCC5)sc4c3)CC2)c1	-19%

A few values from the list:
aSyn yeast rescue, `COc1ccc(Cl)cc1C1CC(=O)Nc2cc3c(cc21)OCCO3` (configuration not stated) is entered as -8%
aSyn yeast rescue, `CCOc1ccc(-c2c(C)nn3c(C)c(C(=O)NCC(C)c4ccccc4)cnc23)cc1OCC` (configuration not stated) is entered as 4%
aSyn yeast rescue, `CSC[C@H]1CN(c2ccc(Br)cc2)C(=O)[C@@H]1CC(=O)Nc1ccccc1` is entered as 11%
aSyn yeast rescue, `O=C(CCCn1c(=S)[nH]c2ccsc2c1=O)Nc1ccc(F)cc1` is entered as -10%
aSyn yeast rescue, `Cc1ccc(C)c(N2CCN(CCCNC(=O)c3ccc4nc(N5CCCCC5)sc4c3)CC2)c1` is entered as -19%
